# aDG glyco act: activators of alpha-DG glycosylation, primary screen, uHTS, Pro5-aDG cells, AlphaScreen | activation, % at 10 µM | 360,000 compounds, 0.22% hits | AID 624168, 2012 | alpha-DG glycosylation AlphaScreen (IIH6); 0% Pro5, 100% B10-LARGE cell signal;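 active = activation of at least 8% versus controls, or a plate z-score of at least 8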;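 also: Pro5 are CHO cells carrying HIG-tagged alpha-DG that lacks glycosylation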
# NR2E3 ag-1: inhibitors of NR2E3-RetCOR corepressor binding, primary screen, NR2E3 agonist project, biochemical, TR-FRET, GST-NR2E3, biotin-RetCOR; Photoreceptor-specific nuclear receptor (Homo sapiens), Q9Y5X4; 1536-well; inhibition of corepressor binding, % at 4.78 µM; 320,000 compounds, 0.12% hits; AID 2300, 2010;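 active = percent inhibition above the cutoff of mean plus 3 SD of all tested compounds, set per screening campaign, cut at about 20% in these data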;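 also: 0% = DMSO wells and 100% = biotin wells as full block of FRET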
# Target sequence (Q9Y5X4 whole entry, looked up): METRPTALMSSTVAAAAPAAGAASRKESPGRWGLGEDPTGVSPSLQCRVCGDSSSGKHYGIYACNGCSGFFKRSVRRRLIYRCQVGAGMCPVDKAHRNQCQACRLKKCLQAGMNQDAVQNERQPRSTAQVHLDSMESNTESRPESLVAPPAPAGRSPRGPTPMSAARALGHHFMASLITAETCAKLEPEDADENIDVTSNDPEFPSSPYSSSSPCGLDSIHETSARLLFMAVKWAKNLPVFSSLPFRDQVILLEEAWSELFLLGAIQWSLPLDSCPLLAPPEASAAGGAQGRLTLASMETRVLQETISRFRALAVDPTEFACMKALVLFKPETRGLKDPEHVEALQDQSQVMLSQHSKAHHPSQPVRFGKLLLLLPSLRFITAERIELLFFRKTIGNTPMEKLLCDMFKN
#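 Material: NR2E3–RetCOR corepressor complex | Quantity: 1.35 nM GST-tagged NR2E3 final | Schedule: 5 h at 4 °C | Replication: Singlicate compound wells | Reagent: RetCOR corepressor, biotinylated, 7 nM | Controls: Biotin wells as high control, 0.6% DMSO wells as low control | Signal: TR-FRET, Eu(K)-anti-GST donor, streptavidin-D2 acceptor, ex 340, em 617/671 nm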
# CF NFkB inh: inhibitors of PAF-induced NF-kB signaling, primary screen, cell-based, GFP fluorescence, uHTS; KKLEB NF-kB-GFP reporter, GFP fluorescence overnight; inhibition, % at 5 µM; 360,000 compounds, 0.86% hits;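 active = at least 50% inhibition at 5 µM, scaled per plate between neutral and stimulator controls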;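 also: PAF is a Pseudomonas aeruginosa culture filtrate used as stimulus; plate controls were PAF-stimulated DMSO wells for no effect and unstimulated DMSO wells for full effect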
# KKLEB tox: cytotoxicity in KKLEB CF airway cells, primary screen, cytotoxicity control for CF NF-kB inhibitor project, cell-based, uHTS, fluorescence assay plates; activity change (cytotoxicity), % at 5 µM; 360,000 compounds, 0.36% hits; KKLEB CF airway cells viability, ATPlite luminescence, overnight; active compounds read low; cells stimulated with P. aeruginosa culture filtrate;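 active = corrected activity change at or below -50% at 5 µM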
# TWEAK Fn14 block: inhibitors of TWEAK-Fn14 signaling, primary screen, luciferase reporter cells, uHTS. TWEAK-stimulated Fn14 reporter cells, luciferase luminescence, 8 h. inhibition, % at 10 µM. 360,000 compounds, 2% hits. AID 1159606, 2016; in the data active = inhibition above about 50%
# hiPSC survival: enhancers of single-cell hiPSC survival, primary screen, ATPlite luminescence. 100% = ROCK inhibitor wells, 0% = DMSO. survival enhancement, % at 20 µM. 360,000 compounds, 0.044% hits. AID 602274, 2012; in the data active = survival enhancement above about 18%;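 also: cells exposed to compounds for 16 hours before the ATP read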
# Shn3 3UTR inh: reduction of Shn3 3'UTR firefly luciferase signal, primary screen, Schnurri-3 inhibitor project, cell-based, Clone20 osteoblasts, set 2; Clone20 osteoblast Shn3 3'UTR firefly luciferase, 24 h; inhibition, % at 12.5 µM; 360,000 compounds, 0.52% hits; AID 588674, 2011;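 active = mean inhibition of at least 75% with every replicate also reaching 75%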;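 also: 0% = median of neutral control wells and 100% = pilot-screen positive control compound; some compounds past the cut are filed as inactive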
# HIF-2a block: HIF-2a reporter inhibitors, primary screen, luminescence, 786-0 RCC cells. 360,000 compounds, 0.72% hits. inhibition, % at 18.8 µM. 786-0 RCC cells HIF-2a reporter, luciferase luminescence, overnight;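 active = inhibition of the luminescence signal of 40% or more relative to plate controls, in a single-dose primary screen at 18.75 µM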
# TRPM1 prom inh: inhibitors of MITF-dependent TRPM1 promoter reporter, primary screen, cell-based, SK-MEL-5, single point, luciferase; inhibition, % at 12.5 µM; 330,000 compounds, 0.83% hits; SK-MEL-5 TRPM1 promoter luciferase, 24 h;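 active = mean inhibition across replicates of 60% or more, whatever share of single replicates reaches that level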; also: values of inactives mirror those of a sister screen read the other way
# Peg3 promoter: Peg3 promoter-driven luciferase inhibitors, primary screen, cell-based, HeLa, luciferase luminescence; HeLa PEG-Prom luciferase reporter, overnight; inhibition, % at 20 µM; 360,000 compounds, 1.7% hits; AID 588405, 2011;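 active = inhibition of at least 50% at 20 µM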
# NR2E3 ag-2: NR2E3 agonists in two-hybrid cells, primary screen, cell-based, luminescence, CHO-S, Gal4-NCOR/VP16-NR2E3 | Photoreceptor-specific nuclear receptor (Homo sapiens), Q9Y5X4 | luciferase | inhibition of corepressor binding, % at 3.98 µM | AID 602229, 2012 | 360,000 compounds, 0.35% hits;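 active = inhibition above the mean of all tested compounds plus 3 SD, cut at about 70% in these data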;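 also: 0% = DMSO with NR2E3 transfected cells and 100% = cells lacking NR2E3 construct; higher means lower luciferase signal from less NR2E3 corepressor binding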
# Numbers without * were called inactive; nt = not tested or not shown. An unsorted share of the library, and some 4.4% of all compounds hit somewhere here.
SMILES	aDG glyco act	NR2E3 ag-1	CF NFkB inh	KKLEB tox	TWEAK Fn14 block	hiPSC survival	Shn3 3UTR inh	HIF-2a block	TRPM1 prom inh	Peg3 promoter	NR2E3 ag-2
CC(=O)NCC1CCCN(Cc2cn(-c3ccccc3F)nc2-c2cc(C)sc2C)C1 (stereo not drawn)	0.1	1	12	4	-10	-0.6	-15	13	4	9	-18
Nc1ccccc1SCc1ccccc1Cl	0.1	0	5	-11	17	4.2	-8	-39	-13	-12	9
COc1ccc(Cl)cc1NC(=O)Nc1cnccn1	0.0	2	-17	5	-5	0.2	5	8	34	29	-22
CCCC(=O)Nc1ccc(-c2nc3cc(C)ccc3o2)cc1	0.5	-3	0	-3	45	-3.6	-29	-143	3	-140	-106
C1=CCN(Cc2ccccc2)C1	0.3	2	-4	5	13	-1.2	5	10	-13	2	4
COc1ccc(CCNC(=O)c2ccccc2NC(=O)C2=C(C)OCCS2)cc1OC	-0.5	2	15	-11	10	0.1	-4	4	-1	22	-4
CCO/C=C1/C(=O)N(c2ccccc2OC)C(=O)c2ccccc21	-0.3	-3	0	1	-2	0.0	34	11	-3	7	-3
COCCNC(=O)c1onc(CSc2cccc(C)c2)c1C(=O)O	-0.3	2	17	0	1	0.6	11	-1	-5	-4	-30
Cc1ccc(C)c(OCCCN2CCNCC2)c1	-0.1	2	-26	2	1	-1.0	-6	-5	-5	-8	8
COc1ccc(CNC(=O)C(C)n2nc(C)n3c(cc4occc43)c2=O)cc1 (stereo not drawn)	0.1	1	7	-23	0	-0.3	4	13	4	-1	3
O=C(/C=C/c1ccc(Br)cc1)NC1CCCCCC1	0.2	-3	-2	4	-34	-0.5	-27	-162	-72	-217	-104
Clc1nc(NCc2ccco2)nc(N2CCCCC2)n1	0.4	-2	-4	12	-25	-0.4	9	14	3	9	3
COC(=O)[C@@]1(Sc2ccc(C)cc2)CC(=O)N[C@@H]1c1ccccc1	0.1	nt	nt	nt	5	0.0	nt	1	nt	nt	-6
O=C(NCCc1ccc(Cl)cc1)/C(=C/c1cccnc1)NC(=O)c1ccccc1	-0.1	3	-7	5	-5	0.2	4	10	-4	16	-6
C/C(=N\NC(=O)CSCc1ccc([N+](=O)[O-])cc1)c1ccccc1	0.1	1	-4	7	10	-1.1	-11	14	0	10	12
CCC(C(=O)N1CCC(C(N)=O)CC1)n1nc(C)n2c(cc3occc32)c1=O (stereo not drawn)	-0.2	0	-6	0	-3	-0.6	-12	-1	-2	7	21
O=C1N[C@H](Cc2ccccc2)COC(=O)[C@H](Cc2ccc(F)cc2)C/C=C\C[C@@H]1CC(=O)N(CCO)Cc1ccccc1	0.6	nt	12	10	22	-1.8	3	0	13	20	-9
COC(=O)c1ccc(OCC(=O)Nc2ccccc2C(=O)NC2CC2)cc1	-0.6	0	8	-8	18	-0.5	4	6	-1	19	11
Cc1[nH]n(-c2cccc(Cl)c2)c(=O)c1C=NCC(C)C	0.0	1	-13	10	-6	-0.3	-74	-268	-111	-239	-70
COc1ccc(CN2CCNC(=O)C2CC(=O)N(C)Cc2nccs2)c(OC)c1 (stereo not drawn)	0.0	1	0	11	-9	0.2	-11	8	-16	1	-20
CC(=O)c1c(C)nn(CC(O)COc2ccc3ccccc3c2)c1C (stereo not drawn)	-0.1	-1	3	1	8	-0.7	12	11	-2	8	-23
COc1ccc(NC(=O)CC2CCCC2)cc1S(=O)(=O)N1CCCCC1	0.1	-1	26	5	5	4.2	-6	23	11	16	1
O=C(CSc1nnc(-c2cnccn2)n1Cc1ccco1)Nc1ccc(Br)cc1	0.3	-4	-4	1	21	3.3	4	13	12	-2	8
COCCn1c(=O)[nH]c2cc(C(=O)Nc3cc(OC)c(OC)c(OC)c3)ccc2c1=O	-0.1	2	1	-3	-7	0.3	4	13	-12	-6	-17
Cc1cccc(N2CCN(C(=O)C3CCN(S(=O)(=O)c4cccc5cccnc45)CC3)CC2C)c1 (stereo not drawn)	-0.3	0	-2	-9	5	-2.7	21	7	3	34	13
CCCCn1c(/N=C/c2ccc(N(C)C)cc2)nc2ccccc21	4.9*	5	11	-15	-24	-2.8	-8	2	-2	4	-13
CN(C(=O)c1ccccc1Cl)c1ccccc1C(=O)NCc1ccccc1	0.0	0	-4	2	12	-0.5	9	13	-9	5	-6
Cc1ccccc1NCc1ccccc1O	-0.2	1	-4	-11	14	-1.9	-13	-15	-5	-3	-2
COCCNc1nc(Oc2ccc(C(N)=O)cc2)c2sccc2n1	0.7	nt	10	-10	11	3.4	-38	12	nt	9	13
CCOC(=O)CC(/C(C)=N\O)c1ccccc1 (stereo not drawn)	0.0	-3	0	3	2	0.1	20	13	6	14	-12
Cc1ccc(/C=N/n2c(C)nnc2C)cc1	0.9	2	-7	-5	4	-5.2	7	-1	-3	-5	-11
C[C@H]1CN([C@@H](C)CO)C(=O)CCCn2nncc2CO[C@H]1CN(C)C(=O)C1CCCCC1	-0.4	nt	3	4	4	2.8	-11	6	nt	-3	-14
CC1(C)N=C(N)N=C(N)N1c1ccc(OCC(=O)N2CCOCC2)c(Cl)c1	-0.3	nt	7	-7	6	-2.3	4	13	nt	5	10
CC1CC(C)CN(S(=O)(=O)c2ccc3c(c2)C(C)(C)C(=O)N3C)C1 (stereo not drawn)	0.0	1	5	-4	1	0.0	-8	14	-1	6	-26
CCCC(=O)N1CCCC1(C)C(=O)Nc1ccc2nc(C)ccc2c1 (stereo not drawn)	0.2	nt	-12	7	6	-1.4	3	-15	nt	0	-26
Cc1ccc2cc(CN(CC3CCCO3)C(=S)Nc3ccccc3)c(=O)[nH]c2c1C (stereo not drawn)	0.0	1	8	6	-12	-1.8	39	0	20	25	-30
Cc1ccc(C)c(Nc2ccc(C(=O)NCCc3ccccc3)cn2)c1	0.0	-3	-11	0	-2	2.4	7	-38	10	-22	-27
O=c1[nH]c2ccc(S(=O)(=O)Nc3ccc(Br)cc3)cc2[nH]1	-0.3	0	-5	2	23	-0.3	10	17	6	-5	-22
O=c1c(/C=N/OCc2ccc(Cl)cc2Cl)c[nH]n1-c1cccc(Cl)n1	0.4	4	7	1	-41	1.0	3	-55	9	-16	62
Cc1cc(C(=O)NCCCN2CCCC2=O)no1	0.0	2	7	6	-20	-0.4	-12	3	-6	11	-2
C[C@H](c1ccccc1)N1C[C@H](COCc2ccccc2)Oc2cc(N3CCC[C@@H]3CO)ccc2S1(=O)=O	0.2	nt	nt	nt	26	-0.6	nt	-14	nt	nt	-36
CCOc1cc(C2CC(=O)c3c(ccc4ccccc34)N2)ccc1O (stereo not drawn)	-0.1	4	7	4	-6	-1.0	17	13	11	23	-19
Cc1ccc(C)c(N2CCN(C(=O)C(Cc3ccccc3)n3cccc3)CC2)c1 (stereo not drawn)	-0.1	-3	17	-6	16	-1.3	33	22	-7	37	-13
COC1CCCCC1Nc1ccc(C)c(C)c1 (stereo not drawn)	0.0	-2	-14	-3	26	-0.3	-2	2	1	7	-27
CN(C)CCN(C(=O)c1ccc2ccccc2c1)c1nc2ccc(F)cc2s1	-0.3	0	-12	-2	-41	-0.2	-51	-69	-17	-118	-4
Cc1cccc(C(P(=O)(c2ccccc2)c2ccccc2)P(=O)(c2ccccc2)c2ccccc2)n1	0.0	-1	8	6	79*	0.6	12	10	-4	7	-20
CSC1=NC=C(C#N)C2=NC(c3c(Cl)cccc3Cl)NN12 (stereo not drawn)	-0.3	nt	-12	1	2	0.1	-9	65*	nt	-8	-5
O=C(Nc1ccc(Oc2ccccc2)cc1)c1ccco1	0.1	2	-4	-1	-9	-1.5	nt	-238	-78	-297	-87
O=C(Nc1cccc(NC(=O)c2ccc(Br)o2)n1)c1ccc(Br)o1	-0.1	-314	-4	-13	-7	-0.5	-6	-9	1	2	-20
CCC1CCCCN1Cc1nc2c(c(=O)n(C)c(=O)n2C)n1CCC(C)C (stereo not drawn)	0.3	3	4	-19	-1	-1.4	10	6	nt	-7	-40

# A section from further up:
SMILES	aDG glyco act	NR2E3 ag-1	CF NFkB inh	KKLEB tox	TWEAK Fn14 block	hiPSC survival	Shn3 3UTR inh	HIF-2a block	TRPM1 prom inh	Peg3 promoter	NR2E3 ag-2
CC1(C)N=C(N)N=C(N)N1c1ccc(OCC(=O)N2CCOCC2)c(Cl)c1	-0.3	nt	7	-7	6	-2.3	4	13	nt	5	10
CC1CC(C)CN(S(=O)(=O)c2ccc3c(c2)C(C)(C)C(=O)N3C)C1 (stereo not drawn)	0.0	1	5	-4	1	0.0	-8	14	-1	6	-26

# Following part.
SMILES	aDG glyco act	NR2E3 ag-1	CF NFkB inh	KKLEB tox	TWEAK Fn14 block	hiPSC survival	Shn3 3UTR inh	HIF-2a block	TRPM1 prom inh	Peg3 promoter	NR2E3 ag-2
O=C(CN1CCOCC1)N/N=C/C(Br)=C\c1ccccc1	-0.2	1	-22	10	2	0.3	14	-20	-11	-16	5
COc1cc(/C=C/CNC[C@H]2O[C@@H](n3cc(C)c(=O)[nH]c3=O)C[C@@H]2O)ccc1O	1.6	nt	-9	4	-13	-1.5	-16	9	nt	-10	-3
CCOc1ccccc1N(CC(=O)Nc1ccc(S(=O)(=O)N2CCOCC2)cc1)S(=O)(=O)c1ccccc1	-0.1	1	4	4	33	-1.4	18	27	15	21	-30
Cc1cc(C(=O)N2CCN(c3ccc(F)cc3)CC2)on1	0.0	-1	13	-7	1	-0.1	-4	5	nt	-9	-29
Cc1ccccc1C(=O)N1CCC(C(=O)OCc2ccccn2)CC1	0.3	nt	25	-3	-7	-1.5	-2	-2	-7	5	-15
C=CC(=O)Nc1cccc(Oc2ncnc3[nH]cc(-c4cnc5ccccc5c4)c23)c1	0.9	nt	87*	-3	65*	-2.3	32	14	31	42	-6
N/C(=N\OC(=O)c1ccc2c(c1)OCO2)c1ccc(Br)cc1	0.8	4	-40	4	4	-0.2	-87	-223	-46	-246	-38
CC(C)NC(=O)c1cc(C2CCCCN2S(=O)(=O)c2cccc3cccnc23)on1 (stereo not drawn)	-0.1	nt	-11	14	-14	3.3	8	12	nt	0	1
